# tuberculosis growth = growth inhibition of non-replicating M. tuberculosis (AID 488890) | actives 0.39% (n = 320,000) | Mycobacterium tuberculosis non-replicating, growth inhibition; higher % means a stronger effect | one-dose inhibition, % at 25 µM; IC50 in µM for titrated hits; in the data active = a potency from the dose series; inconclusive = inhibition mostly from about 82% at the one dose, without a potency; inactive = the rest, 99 in 100 with inhibition below about 76%;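 note: plate controls were DMSO cells for no effect and high antibiotic wells for full effect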
# PhoP GFP inhibition = Inhibition of PhoP regulon, Salmonella typhi GFP reporter cells, confirmation, 4 h (AID 1850). inhibition, % at 50 µM, or IC50 in µM where a hit was titrated. actives 0.33% (n = 310,000). Salmonella Typhi PhoP-promoter GFP reporter, fluorescence, 4 h; higher % means a stronger effect; in the data active = a potency from the dose series; inconclusive = inhibition mostly from about 25% at the one dose, without a potency; inactive = the rest, 99 in 100 with inhibition below about 19%;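 note: 0% = induced wells with vehicle and 100% = uninduced wells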
# influenza NS1A = H1N1 influenza NS1A inhibitors, functional cell based assay (AID 504329). NS1A functional cell-based assay, percent inhibition; higher % means a stronger effect. one-dose inhibition, % at 12.5 µM; IC50 in µM for titrated hits. actives 0.3% (n = 340,000); in the data active = a potency from the dose series; inconclusive = inhibition above about 27% without an active follow-up result; note: strong numbers were not always called active
# M. tuberculosis HTS = M. tuberculosis growth inhibition, HTS (AID 449762); actives 0.59% (n = 330,000); inhibition, % at 25 µM; hits with a dose series show IC50 in µM; M. tuberculosis H37Rv growth inhibition, 7H9 media; higher % means a stronger effect; in the data active = a potency from the dose series; inconclusive = inhibition above about 70% without an active follow-up result;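 note: bacterial growth assessed after seven days of incubation; strong numbers were not always called active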
# inhibitors of VEEV = inhibitors of VEEV TC-83 cytopathic effect, confirmation, Vero cells (AID 588727); actives 0.13% (n = 350,000); Vero cells, VEEV TC-83 cytopathic effect inhibition; higher % means a stronger effect; inhibition, % at 20 µM; hits with a dose series show IC50 in µM; in the data active = a potency from the dose series; inconclusive = inhibition mostly from about 14% at the one dose, without a potency; inactive = the rest, 99 in 100 with inhibition below about 12%; note: strong numbers were not always called active
# * marks the source's active call; other numbers are inactive results; i = inactive; ? = inconclusive; . = not tested or not shown.
# Order of results: tuberculosis growth, PhoP GFP inhibition, influenza NS1A, M. tuberculosis HTS, inhibitors of VEEV
- O=C(NC1CCCCC1)C(c1ccncc1)N(Cc1ccc2c(c1)OCO2)C(=O)c1cnsn1 (configuration not stated)
  45%, -8%, -6%, 9%, i
- Cc1nc(C)c(C(=O)O)c(-c2ccsc2)c1C(=O)O
  0%, 1%, ., -2%, 0.6%
- Cc1nn(Cc2ccc(Cl)cc2Cl)c(Cl)c1C(=O)O
  -4%, 1%, 9%, 4%, 1.0%
- CCCCNS(=O)(=O)c1ccc(OC)c2ncccc12
  -5%, 10%, 0%, -7%, 0.5%
- CCN(CC)C(=O)c1ccc2c(c1)C1C=CCC1C(C(=O)O)N2 (configuration not stated)
  -1%, 5%, 2%, 1%, 2.2%
- Cc1ccc2nc(-c3cccc(Br)c3)cc(C(=O)NC3=NCCS3)c2c1
  55%, 6%, 16%, 14µM*, 4.9%
- Cc1cccc2sc(NC(=O)Cn3cccc3)nc12
  ., -4%, 5%, -3%, 1.6%
- OCCN1CCN(C(=S)NC2CCCC2)CC1
  5%, -11%, -2%, -4%, i
- O=C(OCC(=O)N1CCN(c2ccccc2)CC1)C1=COCCO1
  56%, -4%, 7%, ?, 0.8%
- O=C(CCCN1C(=O)c2cccc3cccc(c23)C1=O)N1CCN(c2ccccn2)CC1
  -7%, 3%, -8%, 3%, 2.2%
- CCCCN(c1nc2ccccc2nc1Cl)S(=O)(=O)c1ccc(C)cc1
  6%, -28%, -4%, 3%, i
- CCOC(=O)C1=C(c2ccc(OC)cc2)C(=O)c2ccccc2C1=O
  ?, 14%, ., 58%, .
- Cc1ccc(S(=O)(=O)NCCSc2nnnn2-c2cc(C)ccc2C)cc1
  28%, 0%, 9%, 2%, 0.4%
- Cc1c(Cl)cccc1NC(=S)Nc1ccc(S(=O)(=O)Nc2ncccn2)cc1
  ?, ., 3%, 9%, 0.1%
- O=C(c1ccc2c3c(cccc13)CC2)C1CCCN(Cc2ccc(OCCO)cc2)C1 (configuration not stated)
  56%, -7%, 7%, 22%, 3.6%
- COc1ccc(CCN(C)C2CCCN(C(=O)c3sccc3C)C2)cc1OC (configuration not stated)
  6%, -11%, 1%, 0%, 0.1%
- C[N+](C)(C)CCCNC(=O)c1ccc(/C=N/O)nc1
  -6%, -6%, 9%, 3%, 0.8%
- CCOc1ccc(OCC)c(NC(=O)C2CCN(S(=O)(=O)c3cnc[nH]3)CC2)c1
  -12%, -3%, 3%, -11%, 1.9%
- Cc1[nH]c2ccccc2c1/C=N/NC(=O)CNC(=O)c1ccc2c(c1)OCO2
  23%, 5%, -11%, 3%, 5.3%
- CS(=O)(=O)Nc1ccccc1C(=O)Nc1cc2c(cc1C(=O)O)OCCCO2
  -3%, 7%, 9%, 1%, 2.6%
- O=[N+]([O-])c1nn(-c2ccccc2)n(O)c1=NC1CCN(Cc2ccccc2)CC1
  58%, -9%, -9%, -4%, i
- CCOC(=O)c1ccccc1NC(=O)CN(c1ccccc1C)S(C)(=O)=O
  8%, 9%, -7%, 12%, 1.7%
- CC(NC(=O)C12CC3CC(CC(C3)C1)C2)c1ccc2c(c1)OCCO2 (configuration not stated)
  12%, -4%, 1%, 3%, i
- Cc1ccc(NC(=O)CSc2nnc(CNC(=O)c3cccs3)o2)cc1
  -15%, -2%, 7%, 0%, 0.1%
- CC(C)[C@H](NC(=O)[C@@H]1Cc2ccccc2CN1C(=O)OC(C)(C)C)C(=O)NCC1CCCO1 (some centres not stated)
  8%, -8%, 6%, 1%, i
- CN1CCN(C2=CC(=O)OC23CCCCC3)CC1
  -3%, 2%, 0%, 2%, 0.7%
- O=C(c1ccccc1)N1CCCN(c2nccc(C(F)(F)F)n2)CC1
  6%, -2%, -12%, -6%, 0.4%
- Cc1c(C(=O)NNC(=O)c2ccncc2)oc2ccccc12
  4%, ., -3%, 3%, 0.7%
- Cc1cc(NC(=O)CSc2nc3c(C)ccc(C)c3cc2C#N)no1
  -6%, 14%, 4%, -5%, 0.7%
- O=C(CCNS(=O)(=O)c1ccccc1)OCC(=O)c1ccc(Br)cc1
  59%, -4%, -2%, 1%, 3.8%

# The results go on:
# Order of results: tuberculosis growth, PhoP GFP inhibition, influenza NS1A, M. tuberculosis HTS, inhibitors of VEEV
- CC(/C=N/NC(=O)CNc1n[nH]c(=O)[nH]c1=O)c1ccccc1 (configuration not stated)
  -1%, 3%, 0%, 1%, 1.2%
- Cc1ccccc1Nc1nc(N)nc(CN2CCN(C(=O)c3ccccc3)CC2)n1
  20%, -4%, -13%, -9%, 0.4%
- O=C(NNS(=O)(=O)c1ccccc1[N+](=O)[O-])c1ccc(O)cc1
  2%, -6%, -14%, 14%, i
- CC(Oc1cccc(Br)c1)C(=O)NNC(=O)c1ccccn1 (configuration not stated)
  ?, ., -8%, ?, 9.0%
- O=C(O)c1ccccc1C(=O)Nc1ccc(Br)c(C(F)(F)F)c1
  32%, -3%, 0%, 6%, 0.8%
- CN(CCc1ccccc1)C(=O)CCc1nnc(Cc2ccc3c(c2)OCO3)o1
  5%, -5%, -5%, 1%, 1.1%
- N#Cc1ccc(CSC2=NCCN2)cc1
  29%, 10%, 1%, 0%, 4.2%
- O=S(=O)(Nc1ccc(O)c2ccccc12)c1ccc(Br)cc1
  ?, 4%, ., 0%, .
- O=C(CSCc1ccccc1Br)N/N=C/c1ccccc1C(=O)O
  0%, -11%, -16%, -7%, 0.9%
- COC(=O)c1nnn(CC(=O)NC(=O)Nc2ccccc2F)c1C(=O)OC
  -3%, 2%, 5%, -8%, 0.9%
- COc1ccc(NC(=O)NC2CCCCCCC2)cc1
  47%, -8%, -2%, ?, 4.8%
- COc1ccc(-n2c(=O)cc(N3CCN(Cc4ccccc4)CC3)[nH]c2=O)cc1
  1%, ., 2%, 0%, 0.3%
- COc1ccccc1S(=O)(=O)Nc1ccc(-c2nnc3n2CCCCC3)cc1
  -7%, -7%, 0%, -8%, 5.4%
- Cn1ccnc1C1CCCCN1Cc1nc(Cc2cccc(C(F)(F)F)c2)no1 (configuration not stated)
  22%, 1%, -3%, 6%, 0.7%
- COc1ccc(Cl)cc1NC(=O)CC(C)c1ccccc1 (configuration not stated)
  18%, -4%, -4%, 0%, 4.4%
- COCCN1Cc2cccc(C(=O)NCCCN3CCCC3=O)c2C1=O
  4%, -27%, -5%, 9%, i
- CC(=O)Nc1ccc(CN2CCCC(CO)(Cc3ccccc3C)C2)cc1 (configuration not stated)
  17%, -2%, 4%, -4%, 0.3%
- COc1cccc(CNC(=O)CN2C(=O)COc3ccc(S(=O)(=O)N4CCOCC4)cc32)c1
  -1%, -20%, 11%, 2%, 1.2%
- COc1ccc(CC(=O)OCC(=O)NCc2ccc3c(c2)OCO3)cc1OC
  18%, ., -22%, -4%, 13%
- Cc1cc(NC(=O)COc2ccccc2C)no1
  18%, -1%, -4%, -2%, 0.3%
- O=C(Cn1c(=O)cnc2ccccc21)Nc1cccc(S(=O)(=O)N2CCOCC2)c1
  1%, ., -5%, -11%, 0.1%
- Cc1ccc(C)c(NC(=S)NCc2ccc3c(c2)OCO3)c1
  80%, 2%, 17%, -2%, 0.8%
- CC(C)(C)C1CCC(CN2C(Nc3ccccc3)=NC[C@@H]2Cc2ccccc2)CC1 (some centres not stated)
  ?, ., 5%, ?, i
- COC(=O)c1ccc(/C=N/NS(=O)(=O)c2cc(C)ccc2C)cc1
  -13%, 6%, -2%, -7%, 0.4%
- Cc1nc(N/C(N)=N/S(=O)(=O)c2ccccc2)nc2ccccc12
  1%, ., -2%, -3%, 7.8%
- CCOC(=O)/C(=C/c1ccc(OC(=O)c2ccccc2)cc1)C(C)=O
  ?, -2%, 0%, 5%, 0.9%
- CSc1ncc(CN2CCN(C3CCCC3)C(CCO)C2)cn1 (configuration not stated)
  ., -2%, -25%, -4%, 0.6%
- O=C(COc1ccc(C(=O)c2ccccc2)cc1)NC1CCCCCC1
  56%, 1%, -5%, 1%, 1.6%
- Cc1csc(Nc2cccc3ccccc23)n1
  20%, 1%, -7%, 1%, 2.6%
- Cc1cc(C(C)(C)C)oc1C(=O)NCCCNC(=O)c1oc(C(C)(C)C)cc1C
  -6%, -5%, -15%, -10%, 1.9%

# Arranged by count of non-hydrogen atoms (ascending): part of the list above
# Order of results: tuberculosis growth, PhoP GFP inhibition, influenza NS1A, M. tuberculosis HTS, inhibitors of VEEV
- O=S(=O)(Nc1ccc(O)c2ccccc12)c1ccc(Br)cc1
  ?, 4%, ., 0%, .
- CC(/C=N/NC(=O)CNc1n[nH]c(=O)[nH]c1=O)c1ccccc1 (configuration not stated)
  -1%, 3%, 0%, 1%, 1.2%
- COC(=O)c1ccc(/C=N/NS(=O)(=O)c2cc(C)ccc2C)cc1
  -13%, 6%, -2%, -7%, 0.4%

# Next part.
# Order of results: tuberculosis growth, PhoP GFP inhibition, influenza NS1A, M. tuberculosis HTS, inhibitors of VEEV
- CCC1(C)Cc2c(C#N)c(SC)nc(N3CCOCC3)c2CO1 (configuration not stated)
  26%, -1%, ., 50%, 4.6%
- O=C(O)Cc1ccc(NC(=O)COc2ccc3ccccc3c2)cc1
  -3%, -5%, -3%, 43%, 0.9%
- CCN1CCN(C(=O)Cn2ncc3c2-c2ccccc2OC3)CC1
  2%, -5%, 24%, -10%, 0.1%
- Cc1ccc(-c2nc3cccnc3s2)cc1NS(=O)(=O)c1ccc2c(c1)CCCC2
  15%, -3%, 1%, -4%, 7.1%
- Cc1ccccc1-c1nnc(SCC(=O)N2CCCC2)o1
  ?, 0%, 5%, -4%, 0.6%
- O=C(COC(=O)c1ccc(S(=O)(=O)N2CCCCC2)cc1)NCc1ccco1
  11%, -4%, 9%, -7%, 1.6%
- COc1ccc(-n2nc(C(=O)NCC(=O)N3CC(C)CC(C)C3)c3ccccc3c2=O)c(OC)c1 (configuration not stated)
  21%, 6%, 14%, 2%, 2.6%
- CC(Sc1nnc2c(n1)C1(C)CCC2C1(C)C)C(=O)Nc1ccccc1 (configuration not stated)
  9%, -4%, -9%, -4%, 2.1%
- CCCCN(C)S(=O)(=O)c1cc2c(cc1Br)CCN2C(=O)C1CC1
  ., ., 8%, ., 2.0%
- O=C(CCCOc1ccccc1)NNC(=O)c1ccc(Cl)cc1
  13%, ., -5%, 3%, 0.4%
- CCCCn1c(SCC(=O)N2CCCC2)nnc1-c1ccccc1
  -9%, 0%, -3%, -4%, 3.1%
- COc1ccccc1N1CCN(C(=O)CSc2nnc3c4ccccc4nc(Cc4ccccc4)n23)CC1
  37%, -7%, ., 8%, .
- Cc1onc(-c2ccccc2)c1-c1n[nH]c(=S)n1-c1ccccc1
  6%, 5%, -2%, -2%, 0.8%
- CN(C)c1ccc(C(=O)NCC(c2cccs2)N2CCOCC2)cc1 (configuration not stated)
  24%, ., 3%, -2%, 1.4%
- CCCCn1c(N)c(N(CCOC)C(=O)CN2CC=C(c3ccccc3)CC2)c(=O)[nH]c1=O
  24%, -7%, 0%, -9%, 1.1%
- Cc1cc(C)c(Nc2cc(S(=O)(=O)O)c(N)c3c2C(=O)c2ccccc2C3=O)c(C)c1
  26%, -4%, 4µM*, 16%, 3.2%
- O=C1Cc2cc(S(=O)(=O)Nc3ccccc3Cl)cc3c2N1CCC3
  14%, -3%, -4%, -1%, 2.4%
- CCOC(=O)C1CC2=C(CC(C)(C)CC2=O)N(CCOC)C1=O (configuration not stated)
  ., ., -22%, ., i
- O=C1COc2ccc(C(=O)CSc3ccc(Br)cc3)cc2N1
  62%, ., -2%, -5%, 0.3%
- COc1ccc(C(=O)O)cc1S(=O)(=O)Nc1ccccc1-c1ccccc1
  8%, 5%, 0%, -3%, 0.6%
- COc1cc(-c2noc(CCCC(=O)Nc3ccc(C(N)=O)cc3)n2)cc(OC)c1OC
  -5%, -10%, ., 0%, 3.0%
- CCSc1nnc(NC(=O)CCNC(=O)c2ccccc2Cl)s1
  2%, ., -15%, -11%, 0.8%
- Cc1ccc(-n2c(C)cc(C(=O)OCC(=O)N(C)C3CCS(=O)(=O)C3)c2C)cc1 (configuration not stated)
  9%, -10%, -1%, -5%, 0.0%
- O=Cc1cc(Cl)ccc1OCCN1CCC(Cc2ccccc2)CC1
  ?, 1%, 0%, 18%, i
- Cc1ccc(S(=O)(=O)N2CCOCC(=O)NCCOCCNC(=O)COCC2)cc1
  ., ., -20%, ., 0.3%
- Cc1ccc(OCCNC(=O)C(=O)NCc2ccco2)cc1
  37%, 2%, 8%, 6%, i
- O=C(COC(=O)c1ccc[nH]c1=O)NC1CCCCC1
  -1%, -5%, -3%, -3%, i

# Look-ups from the results shown:
# COc1ccc(C(=O)O)cc1S(=O)(=O)Nc1ccccc1-c1ccccc1 @ tuberculosis growth: 8%
# O=C1COc2ccc(C(=O)CSc3ccc(Br)cc3)cc2N1 @ inhibitors of VEEV: 0.3%

# Screens (PubChem)
